Bioassay records: PubChem, National Center for Advancing Translational Sciences (NCATS)
HEK293 tox – qHTS of GLP-1 Receptor Inverse Agonists: Cytotox Screen. Potency, µM (highest dose often 38.3 µM), inactives show top-dose activity change, negative = inhibition, most hits filed as inhibitors. 0.13% of 410,000 active. HEK293 cAMP-luciferase reporter cells, luminescence, 24 h;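 further: loss of luciferase light is scored as toxicity; potency means the concentration at half of the fitted maximal effect; on the % scale 0 is the no-effect control and ±100 the full control effect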
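Cells in DMEM/10% Nu serum/1% pen-strep, 1536-well format. Pre-incubated 12 h, dosed with 23 nL compound, incubated a further 24 h. Luciferase detection, 12 min at room temp, luminescence.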
PI5P4Ka inh – qHTS for Inhibitors of phosphatidylinositol 5-phosphate 4-kinase (PI5P4K); 1.2% of 330,000 active; PI5P4Kalpha enzyme, ADP-Glo luminescence, 60 min; active compounds read low; max response, %; AID 652105, 2013; active means max response of -50% or lower; inconclusive means between -30% and -50%; inactive means -30% or higher; further: value at the top dose of about 77 µM; on the % scale 0 is the no-effect control and ±100 the full control effect
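Enzyme plus substrate dispensed, test compounds pinned in, then ATP (5 microM final) added. After 60 min at RT, ADP-Glo reagent 1 for 45 min and reagent 2 for 30 min preceded luminescence imaging.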
DRD3 agonist – qHTS of D3 Dopamine Receptor Agonist: qHTS. D(3) dopamine receptor (Homo sapiens), P35462. D3R DiscoveRx beta-arrestin cells, luminescence, 90 min. max activation, %. 0.58% of 410,000 active; in the data active means max activation above about 30%; further: 0% is about no effect; mostly tested at two doses, the higher about 12 µM
Target sequence (P35462 whole entry, looked up): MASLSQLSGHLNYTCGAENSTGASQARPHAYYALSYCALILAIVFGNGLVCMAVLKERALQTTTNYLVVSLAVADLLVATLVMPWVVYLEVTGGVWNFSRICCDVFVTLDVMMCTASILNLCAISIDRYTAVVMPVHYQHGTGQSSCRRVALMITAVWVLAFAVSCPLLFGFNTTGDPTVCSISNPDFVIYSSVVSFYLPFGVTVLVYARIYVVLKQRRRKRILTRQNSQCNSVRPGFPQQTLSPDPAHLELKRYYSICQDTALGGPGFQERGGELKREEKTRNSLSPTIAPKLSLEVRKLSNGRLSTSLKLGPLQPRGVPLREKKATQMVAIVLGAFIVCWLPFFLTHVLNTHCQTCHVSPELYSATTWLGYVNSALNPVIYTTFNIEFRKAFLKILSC
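Agonist-mode cell screen: cells plated at 1500/well and incubated overnight at 37 °C, then exposed to library compounds for 90 min at 37 °C. Detection reagent was added for 30–60 min at room temperature, and luminescence was read.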
PLK1 PBD block – qHTS for Inhibitors of PLK1-PDB (polo-like kinase 1 - polo-box domain): Primary Screen | Serine/threonine-protein kinase PLK1 (Homo sapiens), P53350 | Plk1 PBD binding of FITC phosphopeptide, fluorescence polarization | Potency, µM, for inactives: max response, negative = inhibition, actives largely listed as inhibitors | 2.8% of 360,000 active; further: potency means the concentration at half of the fitted maximal effect; series mostly up to about 57 µM; on the % scale 0 is the no-effect control and ±100 the full control effect; nearly all actives have a fitted effect of over 65% in size
D3 antag – qHTS of D3 Dopamine Receptor Antagonist: qHTS | 2.5% of 360,000 active | max response, negative = inhibition, % | D3R cells, DiscoveRx beta-arrestin luminescence, antagonist mode; active compounds read low | AID 652054, 2013 | D(3) dopamine receptor (Homo sapiens), P35462; in the data active means max response below about -50%; inconclusive means no clear call, values can overlap the other calls; further: on the % scale 0 is the no-effect control and ±100 the full control effect; mostly tested at two doses, the higher about 12 µM
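Cells expressing the human receptor were seeded at 1500 cells/well, incubated overnight at 37 degrees C in 5% CO2, then exposed to library compounds with dopamine controls for 90 minutes at 37 degrees C before luminescent detection.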
GLP-1R agonist – qHTS of GLP-1 Receptor Agonists | Potency, µM (series often up to 45.6 µM), for the others: at the highest dose activation, actives largely listed as activators | HEK293 GLP-1R CRE-luciferase, luminescence, 4-6 h; cells express a hypersensitive GLP-1R form | AID 624172, 2012 | Glucagon-like peptide 1 receptor (Homo sapiens), P43220 | 0.007% of 380,000 active; further: potency means the concentration at half of the fitted maximal effect; % of control where 0% means no effect
Target sequence (P43220 whole entry, looked up): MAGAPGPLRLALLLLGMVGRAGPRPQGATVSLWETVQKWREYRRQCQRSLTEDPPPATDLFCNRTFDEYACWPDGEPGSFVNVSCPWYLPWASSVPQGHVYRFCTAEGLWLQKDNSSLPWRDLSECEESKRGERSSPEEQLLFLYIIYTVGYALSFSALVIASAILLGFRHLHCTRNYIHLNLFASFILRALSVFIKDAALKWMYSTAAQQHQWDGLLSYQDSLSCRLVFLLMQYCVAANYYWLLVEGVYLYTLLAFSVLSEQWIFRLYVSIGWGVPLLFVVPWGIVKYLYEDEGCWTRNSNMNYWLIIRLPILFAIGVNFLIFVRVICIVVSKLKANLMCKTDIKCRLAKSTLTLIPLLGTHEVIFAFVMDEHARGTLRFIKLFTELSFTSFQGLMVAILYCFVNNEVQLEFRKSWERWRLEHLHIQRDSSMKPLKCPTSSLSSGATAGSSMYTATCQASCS
GLP1R inv ag – qHTS of GLP-1 Receptor Inverse Agonists (Inhibition Mode). HEK293 GLP-1R CRE-luciferase, luminescence, 24 h; GLP-1R form is constitutively active. 1.6% of 410,000 active. Glucagon-like peptide 1 receptor (Homo sapiens), P43220. AID 624417, 2012. Potency, µM (titrated, usually from 38.3 µM), without a hit: at the highest dose activity change, negative = inhibition, usual class: inhibitors; further: potency means the concentration at half of the fitted maximal effect; on the % scale 0 is the no-effect control and ±100 the full control effect; nearly all actives have a fitted effect of over 55% in size
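Readout was luciferase luminescence, measured 12 min after detection reagent at room temperature. Beforehand, GLP-1R reporter HEK293 cells had sat 12 h, then received compounds for 24 hr at 37 deg C.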
IL-2 act – qHTS of IL-2 Activators; IL-2 activation reporter assay, cell-based qHTS; stimulated with anti-CD3/CD4/CD28 beads; in transgenic mouse T cells; activation, % (series mostly up to about 46 µM); 0.065% of 360,000 active; AID 652025, 2013; in the data active means activation above about 50%; inconclusive means mostly about 30% to 49%; further: 0% is about no effect
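EGFP and DsRed fluorescence is measured by plate cytometry in unstimulated transgenic mouse T cells exposed to compound for 60 minutes, then stimulated 18 hours at 37 degrees C with anti-CD3/anti-CD4 beads plus anti-CD28.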
WRN inhibitor – qHTS for Inhibitors of WRN Helicase | Bifunctional 3'-5' exonuclease/ATP-dependent helicase WRN (Homo sapiens), Q14191 | WRN helicase unwinding, fluorescent forked duplex, kinetic | Potency, µM (titrated, usually from 114 µM), inactives show at the highest dose activity change, negative = inhibition, most hits filed as inhibitors | 0.46% of 360,000 active | AID 651768, 2012; further: potency means the concentration at half of the fitted maximal effect; on the % scale 0 is the no-effect control and ±100 the full control effect; nearly all actives have a fitted effect of over 55% in size
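Kinetic fluorescence helicase assay: unwinding of a quenched forked DNA duplex (100 nM final) with 2 mM ATP final raises red fluorescence (525/598 nm). Compounds sat 15 min at room temperature with 20 nM WRN beforehand.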
* = called active by the depositor; ? = inconclusive; . = no result given; [ ] = another dose, or the depositor's remark. Unless noted, the call rests on the fitted dose curve; in most records, active means well fitted curve in the direction sought with a large enough effect; inconclusive means small, poorly fitted or top-dose-only effect, or another doubt; inactive means no such curve, though single readings can be large; an effect the other way counts as inactive or inconclusive. Compounds as they come; about 7.8% have a hit in one of these screens.

Compound | HEK293 tox | PI5P4Ka inh | DRD3 agonist | PLK1 PBD block | D3 antag | GLP-1R agonist | GLP1R inv ag | IL-2 act | WRN inhibitor
CN(Cc1ccccc1)S(=O)(=O)c1ccc(Cl)c(C(=O)NCc2ccc3c(c2)OCO3)c1 | 20% | -9 | 4 | -9% | 15 | -1% | -18% | -2.8 | -1%
CC[C@H](C)[C@H]1CNC(=S)N1CC1CCN(CCC(C)C)CC1 | -20% | -3 | -9 | -17% | ? | 3% | -9% | -1.9 | 1%
COc1cccc(-c2cc(C(F)(F)F)n3ncc(C(=O)NCC4CCCO4)c3n2)c1 (stereo unspecified) | 2% | -4 | 4 | -4% | 20 | -8% | 0% | -0.2 | -17%
O=C(NCCCn1ccnc1)C1c2ccccc2Oc2ccccc21 | -25% | 1 | -1 | -7% | -16 | 0% | -4% | -0.4 | -8%
O=C(c1cc2ccccc2oc1=O)N1CCN(CCc2ccccc2)CC1 | 1% | . | -29 | -15% | 11 | -14% | -1% | 0.2 | -5%
Cc1cc(C)cc(C(=O)OCC(=O)NCc2cccs2)c1 | -15% | 0 | -8 | -20% | 1 | 9% | ? | -3.2 | -5%
O=C(Nc1ccc(F)cc1)c1ccccc1NC(=O)C1CC=CCC1C(=O)O (stereo unspecified) | -7% | -6 | 0 | 4% | 10 | -5% | 27% | -2.0 | -5%
COc1ccc(/C=N/Nc2cc(N3CCOCC3)ncn2)c(OC)c1 | 4% | -5 | 7 | -2% | 24 | 5% | 19% | -0.3 | -4%
Cc1cc(NCCC(C)C)n2nc(C)c(-c3ccccc3)c2n1 | 4% | . | -12 | 1% | 4 | 0% | 0% | -1.9 | -5%
O=C1CC(c2ccccc2)c2cc(O)ccc2O1 (stereo unspecified) | 6% | . | -8 | -4% | -19 | -1% | 8% | -1.3 | -3%
CC(CCc1ccccc1)NC(=O)CSc1nccc(=O)[nH]1 (stereo unspecified) | 11% | -9 | -7 | -16% | 0 | -13% | -1% | 0.0 | -3%
O=C(OCCCc1cc2ccccc2c(=O)o1)N1CCOCC1 | 5% | 4 | 12 | 4% | 17 | 2% | 13% | -0.2 | -3%

The list goes on, overlapping the part above by 2 compounds.
Compound | HEK293 tox | PI5P4Ka inh | DRD3 agonist | PLK1 PBD block | D3 antag | GLP-1R agonist | GLP1R inv ag | IL-2 act | WRN inhibitor
CC(CCc1ccccc1)NC(=O)CSc1nccc(=O)[nH]1 (stereo unspecified) | 11% | -9 | -7 | -16% | 0 | -13% | -1% | 0.0 | -3%
O=C(OCCCc1cc2ccccc2c(=O)o1)N1CCOCC1 | 5% | 4 | 12 | 4% | 17 | 2% | 13% | -0.2 | -3%
CCOC(=O)C1CCN(C(=S)Nc2ccc(CC)cc2)CC1 | 3% | 11 | -3 | -9% | -13 | 6% | -2% | 3.7 | 3%
Cn1c2[n+](c3ccc(Cl)cc3c1=O)Cc1ccccc1-2 | 3% | -6 | 7 | -2% | 8 | 1% | -2% | -0.4 | -17%
O=C(NCc1ccccn1)C1(C(F)(F)F)C/C(=C\CCO)CCCO1 (stereo unspecified) | -35% | -4 | 4 | -11% | 13 | 11% | 8% | 0.4 | 7%
CC(C)(C)C(=O)N1CCN(c2nc3ccc(Br)cc3s2)CC1 | -7% | -9 | -8 | 7% | 0 | -1% | 13% | -1.1 | -3%
CCOc1ccccc1OCC(=O)Nc1ccc(S(=O)(=O)Nc2nc(C)cc(C)n2)cc1 | -3% | . | 14 | -11% | 15 | -3% | -5% | -1.0 | -5%
Cc1ccccc1-c1nc(CSc2nc3c(c(=O)[nH]2)CCC3)c(C)o1 | 4% | 0 | 30* | -9% | 189 | 1% | 47%[activator] | 1.1 | 0%
COc1cc(OC)cc(C(=O)N2CCN(c3ncccn3)CC2)c1 | 4% | -8 | 1 | -1% | 13 | -6% | -6% | -1.0 | 4%
CCc1ccc(C(=O)NC(=S)NCc2cccnc2)cc1 | -18% | 4 | -5 | -4% | 3 | 10% | 17% | -1.5 | 10%
CC(C)Nc1nnc(SCC(=O)Nc2ccc(F)cc2)s1 | 2% | . | 11 | -14% | 11 | -2% | -5% | 1.9 | -3%
CC(=O)NCCNC(=O)c1ccc(Sc2ccccc2)c([N+](=O)[O-])c1 | 1% | 4 | 0 | -3% | -11 | -13% | 34%[activator] | -3.3 | 2%
CSc1ncccc1C(=O)Nc1ccc(C)cn1 | -5% | -3 | 3 | -17% | -6 | 9% | 14% | -2.7 | 0%
COc1ccccc1N1CCN(CC(=O)Nc2ccccc2C(=O)NCCc2ccccc2)CC1 | -14% | 7 | -12 | -1% | 17 | 2% | ? | 2.0 | -6%
CCCc1ccc(-c2cc(C(=O)NCCc3ccc(S(N)(=O)=O)cc3)c3ccccc3n2)cc1 | -15% | . | 5 | -2% | 22 | 1% | -3% | -0.6 | -4%
CN(Cc1cccc(F)c1)C(=O)CN1C(=O)NC2(CCc3ccccc32)C1=O (stereo unspecified) | -16% | -12 | -1 | -2% | -14 | 0% | -8% | 0.4 | -3%
O=C(C1COc2ccccc2O1)N1CCN(c2ccc([N+](=O)[O-])cc2)CC1 (stereo unspecified) | -17% | -27 | -4 | -23% | -7 | -11% | ? | -0.7 | -24%
O=C(CN(Cc1ccccc1C(F)(F)F)C(=O)CNC(=O)c1ccco1)NC1CCCC1 | 4% | 15 | 1 | -9% | 0 | -3% | -25% | 0.1 | 5%
Cc1ccc(NC(=O)C2(NC(=O)c3cccc(N4C(=O)CSC4c4ccccc4)c3)CCCCC2)cc1 (stereo unspecified) | 3% | -5 | -7 | -16% | -8 | -10% | 6.3µM* | 0.2 | 3%
COc1ccc(OCCN2CCC(C(=O)NC(C)c3cccc4ccccc34)CC2)cc1 (stereo unspecified) | -8% | 3 | -11 | -10% | ? | 6% | 3% | -0.2 | 3%
C=CCn1c(CC(=O)Nc2ccc(C)cc2C)nnc1SCC(=O)N1CCOCC1 | 2% | -11 | -6 | -4% | 2 | -9% | -4% | 0.1 | -14%
COc1ccc(N(CC(O)CN2CCCCC2)S(=O)(=O)c2ccc(C)cc2)cc1 (stereo unspecified) | -19% | 3 | -1 | -3% | -80* | 3% | 0% | -1.4 | 12%
O=C(Nc1ccc(S(=O)(=O)N2CCCC2)cc1)C1CCN(S(=O)(=O)c2ccc(F)cc2)CC1 | 3% | 0 | -4 | -9% | 2 | -18% | ? | -0.4 | 4%
CCOc1ccc(S(=O)(=O)N2CCN=C2c2ccccc2)cc1 | -32% | 4 | -4 | -4% | -16 | 0% | ? | -1.1 | -4%
Cc1nc(-c2cccc(S(=O)(=O)N3CCCCC3)c2)cs1 | 6% | -1 | -17 | ? | -16 | 16% | ? | -3.5 | 5%
CC(C)NC[C@@H](O)c1ccc(O)c(O)c1 | 2% | -18 | 17 | -7% | 52 | ? | 33% | 0.6 | .
Cc1nn(C(=O)c2ccco2)c(C)c1Sc1ccc([N+](=O)[O-])cc1 | 3% | 1 | 0 | -17% | 6 | -9% | 3% | -0.2 | -1%
NS(=O)(=O)c1ccc(NC(=O)CNC(=O)c2ccc3c(c2)OCO3)cc1 | -11% | -7 | 3 | -15% | 5 | 7% | 1% | 0.7 | 12%
CCNC(=O)c1cc2c(c(-c3cccc(-c4ccccc4F)c3)n1)[C@@H](CCO)N(C(=O)CC)C2 | -23% | -7 | 5 | -6% | -16 | 9% | -5% | 0.0 | -3%
COc1ccccc1C(O)(C(=O)NN(C(=O)c1ccccc1)c1ccccc1C)c1cccs1 (stereo unspecified) | -4% | 0 | -9 | -9% | -18 | 2% | 13% | 0.1 | -7%
CCCCNc1nc(NC)nc(Cl)c1SC | 6% | 1 | 1 | -5% | 3 | 25% | 16% | 0.0 | 3%
COCc1cccc(C(=O)NC(c2ccccc2)c2ccccc2)c1 | 0% | -5 | 3 | -2% | 5 | 19% | -11% | -3.8 | -22%
CCCCCCCCCCOC(=O)Cn1c(COc2cccc(OC)c2)[n+](C)c2ccccc21 | ? | -28 | 3 | -8% | 32 | -2% | ? | -3.4 | -8%

Pulled by compound from the list above:
Compound | HEK293 tox | PI5P4Ka inh | DRD3 agonist | PLK1 PBD block | D3 antag | GLP-1R agonist | GLP1R inv ag | IL-2 act | WRN inhibitor
NS(=O)(=O)c1ccc(NC(=O)CNC(=O)c2ccc3c(c2)OCO3)cc1 | -11% | -7 | 3 | -15% | 5 | 7% | 1% | 0.7 | 12%
CCCCCCCCCCOC(=O)Cn1c(COc2cccc(OC)c2)[n+](C)c2ccccc21 | ? | -28 | 3 | -8% | 32 | -2% | ? | -3.4 | -8%
COc1ccccc1C(O)(C(=O)NN(C(=O)c1ccccc1)c1ccccc1C)c1cccs1 (stereo unspecified) | -4% | 0 | -9 | -9% | -18 | 2% | 13% | 0.1 | -7%
CCNC(=O)c1cc2c(c(-c3cccc(-c4ccccc4F)c3)n1)[C@@H](CCO)N(C(=O)CC)C2 | -23% | -7 | 5 | -6% | -16 | 9% | -5% | 0.0 | -3%
Cc1nn(C(=O)c2ccco2)c(C)c1Sc1ccc([N+](=O)[O-])cc1 | 3% | 1 | 0 | -17% | 6 | -9% | 3% | -0.2 | -1%
